# Screening results deposited in PubChem BioAssay by several laboratories.
# TRAIL sens C8 – sensitizes caspase-8 expressing cells to TRAIL; AID 624354; 360,000 tested, 1% active; inhibition (viability loss, TRAIL sensitization), % at 10 µM; NB7+C8 cells + TRAIL, ATPlite viability luminescence;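 active = compounds causing at least 50% loss of cell viability in the single-dose screen, relative to plate controls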
# KKLEB cytotox – reduces viability of KKLEB cystic fibrosis airway cells; activity change (cytotoxicity), % at 5 µM; KKLEB CF airway cells viability, ATPlite luminescence, overnight; hits give low values; cells stimulated with P. aeruginosa culture filtrate; 360,000 tested, 0.36% active;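 active = corrected activity change at or below -50% at 5 µM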
# NR2E3 ag-1 – agonists of human NR2E3 nuclear receptor; 360,000 tested, 0.35% active; Q9Y5X4; inhibition of corepressor binding, % at 3.98 µM; AID 602229; CHO-S Gal4-NCOR/VP16-NR2E3 two-hybrid, luciferase;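 active = inhibition above the mean of all tested compounds plus 3 SD, cut at about 70% in these data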;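 note: 0% = DMSO with NR2E3 transfected cells and 100% = cells lacking NR2E3 construct; higher means lower luciferase signal from less NR2E3 corepressor binding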
# Target sequence (Q9Y5X4 whole entry, looked up, the tested form may be a part): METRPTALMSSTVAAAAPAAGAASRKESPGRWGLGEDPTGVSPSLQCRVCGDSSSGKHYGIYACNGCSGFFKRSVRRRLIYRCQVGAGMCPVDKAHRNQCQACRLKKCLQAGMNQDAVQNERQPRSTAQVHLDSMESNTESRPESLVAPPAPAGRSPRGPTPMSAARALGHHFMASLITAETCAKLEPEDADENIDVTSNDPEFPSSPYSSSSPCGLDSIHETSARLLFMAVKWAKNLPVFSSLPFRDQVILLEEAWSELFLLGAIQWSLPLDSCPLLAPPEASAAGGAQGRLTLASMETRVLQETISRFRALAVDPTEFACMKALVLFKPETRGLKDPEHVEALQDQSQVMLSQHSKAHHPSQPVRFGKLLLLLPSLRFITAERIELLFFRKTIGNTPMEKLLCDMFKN
# CF NFkB inh – cystic fibrosis NF-kB activation inhibition; KKLEB NF-kB-GFP reporter, PAF-induced, GFP fluorescence overnight; inhibition, % at 5 µM; 360,000 tested, 0.86% active; AID 588850;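 active = at least 50% inhibition at 5 µM, scaled per plate between neutral and stimulator controls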;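 note: PAF is a Pseudomonas aeruginosa culture filtrate used as stimulus; plate controls were PAF-stimulated DMSO wells for no effect and unstimulated DMSO wells for full effect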
# TROY NFkB inh – TROY signaling inhibition; AID 1347056; Q293 LMP1-TROYcd NF-kB luciferase reporter, 4 h; 360,000 tested, 0.98% active; inhibition, % at 10 µM;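 active = compounds whose plate-normalised and pattern-corrected inhibition of the luciferase reporter signal at the single screening dose is 50% or more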
# NR2E3 ag-2 – agonists of human nuclear receptor NR2E3; inhibition of corepressor binding, % at 4.78 µM; 320,000 tested, 0.12% active; Q9Y5X4; GST-NR2E3/biotin-RetCOR TR-FRET, 1536-well; AID 2300;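 active = percent inhibition above the cutoff of mean plus 3 SD of all tested compounds, set per screening campaign, cut at about 20% in these data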;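 note: 0% = DMSO wells and 100% = biotin wells as full block of FRET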
#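 Material: NR2E3–RetCOR corepressor complex / Amount: 1.35 nM GST-NR2E3 / Medium: Tris pH 7.5 / Compound: single nominal compound dose of 4.8 µM / Incubation: 5 h at 4 °C / Technique: TR-FRET, Eu(K)-anti-GST donor, streptavidin-D2 acceptor, ex 340, em 617/671 nm / Read-out basis: percent loss of FRET ratio relative to control wells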
# MITF TRPM1 inh – MITF TRPM1 promoter inhibition in SK-MEL-5 cells | SK-MEL-5 TRPM1 promoter luciferase, 24 h | inhibition, % at 12.5 µM | 330,000 tested, 0.83% active;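 active = mean inhibition across replicates of 60% or more, whatever share of single replicates reaches that level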; note: values of inactives mirror those of a sister screen read the other way
# Shn3 3UTR inh – reduces Shn3 3'UTR luciferase signal in osteoblasts; Clone20 osteoblast Shn3 3'UTR firefly luciferase, 24 h; inhibition, % at 12.5 µM; 360,000 tested, 0.52% active; AID 588674;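 active = mean inhibition of at least 75% with every replicate also reaching 75%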;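 note: 0% = median of neutral control wells and 100% = pilot-screen positive control compound; some compounds past the cut are filed as inactive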
# TWEAK-Fn14 inh – inhibitors of TWEAK-Fn14 interaction signaling; TWEAK-stimulated Fn14 reporter cells, luciferase luminescence, 8 h; inhibition, % at 10 µM; 360,000 tested, 2% active; AID 1159606; in the data active = inhibition above about 50%
# Peg3 prom inh – Peg3 promoter activity inhibition | 360,000 tested, 1.7% active | HeLa PEG-Prom luciferase reporter, luminescence, overnight | AID 588405 | inhibition, % at 20 µM;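 active = inhibition of at least 50% at 20 µM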
# HIF-2a inh – inhibitors of HIF-2a | 786-0 RCC cells HIF-2a reporter, luciferase luminescence, overnight | inhibition, % at 18.8 µM | 360,000 tested, 0.72% active;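 active = inhibition of the luminescence signal of 40% or more relative to plate controls, in a single-dose primary screen at 18.75 µM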
# * hit, by the source's call; . = no result given. These rows are one share of the data, so the mix of outcomes need not match the whole.
SMILES,TRAIL sens C8,KKLEB cytotox,NR2E3 ag-1,CF NFkB inh,TROY NFkB inh,NR2E3 ag-2,MITF TRPM1 inh,Shn3 3UTR inh,TWEAK-Fn14 inh,Peg3 prom inh,HIF-2a inh
Oc1ccc(-c2nnc(Nc3cccc(O)c3)c3ccccc23)cc1,2,-3,6,13,-6,2,12,2,-9,1,18
Cc1ccc2nc(SCC(=O)N3CC(C)OC(C)C3)nc(=O)n2c1 (stereo not drawn),-4,6,-7,-5,6,1,-21,-7,-4,6,9
COc1ccc(-c2noc3c2-c2nc(-c4ccccc4F)sc2CC3)cc1,-19,5,-20,-18,-8,1,5,-8,-5,-17,-37
COc1ccc(OCC(=O)Nc2ccc(N3CCOCC3)cc2)c([N+](=O)[O-])c1,0,-4,7,-3,-24,0,4,-13,16,4,10
O=C(Nn1cnnc1)c1cc2c(s1)CCCCC2,26,-9,-3,0,-8,1,-8,-4,10,-30,-49
Cc1nnc(SCc2cc([N+](=O)[O-])cc3c2OCOC3)n(N)c1=O,-4,10,-3,-29,8,5,21,0,1,4,22
CSCCC(NC(=O)c1ccccc1)C(=O)OCC(=O)NCc1ccco1 (stereo not drawn),7,-3,-20,1,-4,.,-1,3,14,5,9
c1ccc(-c2nnc(OCCN3CCOCC3)c3ccccc23)cc1,-5,-4,-5,-2,10,-3,-12,-5,3,1,4
CCOc1ccc(/C=N\NC(=O)CC(=O)NCCc2ccccc2)cc1,-17,9,-8,-5,-12,0,5,11,0,3,0
C[C@@H]1CN([C@H](C)CO)C(=O)CCCn2nncc2CO[C@H]1CN(C)S(C)(=O)=O,2,3,15,-17,-6,.,.,-1,-1,-3,4
Cc1ccc(C(O)P(=O)(OC2CCCCC2)OC2CCCCC2)cc1 (stereo not drawn),0,0,9,4,0,0,-11,1,-19,10,17
COc1cccc(C2(O)CCN(C(=O)c3cccs3)CC2)c1,2,2,-1,5,-8,-1,7,13,10,1,4
CCOc1ccccc1OCCNC1CCCC1,7,13,4,-3,-2,-1,6,-15,6,-5,15
CS(=O)(=O)N(Cc1ccc(C(=O)NCCSCc2ccco2)cc1)c1ccccc1,-14,-5,-1,14,13,0,12,8,0,27,7
C=CCNC(=S)/N=c1/ccccn1C,-2,0,-8,20,2,-4,4,39,3,21,13
CC(C)c1nc2cc(C(=O)NC(C)c3cnn(C)c3)ccc2o1 (stereo not drawn),-19,0,-12,1,-27,-4,8,-21,-45,-27,-49
C=CCNc1nnc(Cc2ccc(F)cc2)c(=O)[nH]1,3,-1,-21,4,-9,-1,-1,-4,-10,-2,-8
COc1ccc(CN2CCC(=O)N(CCO)CC2)cc1OC,2,13,-17,-23,-1,-1,3,-7,-6,-1,6
Cc1c(NC(=O)C(C)Sc2nc(N)cc(=O)[nH]2)c(=O)n(-c2ccccc2)n1C (stereo not drawn),4,17,-28,-12,4,4,5,-4,12,4,7
Cn1c(Cn2c(=O)sc3ccccc32)nnc1SCC(=O)NCc1ccc2c(c1)OCO2,-4,0,-17,9,-6,1,4,-9,7,-6,1
c1ccc(C2COC(c3cccs3)=N2)cc1 (stereo not drawn),-11,-13,-14,-6,-38,2,-18,-17,-31,-54,-78
CO/N=C/CC(=O)c1ccc([N+](=O)[O-])c(CS(=O)(=O)c2ccc(Cl)cc2)c1,-11,0,-23,-19,-25,2,-9,-1,-23,8,6
O=C(c1cnc(N2CCN(c3ncccn3)CC2)c2ccccc12)N1CCN(c2ccccn2)CC1,11,-3,-12,8,34,0,9,33,49,28,22
CS(=O)(=O)Cc1ccc(C(=O)NC2CCSc3ccccc32)cc1 (stereo not drawn),-18,-26,12,12,20,3,-9,-17,25,13,-1
COc1cccc(CN(C)C(=O)C(CCSC)NS(=O)(=O)c2ccc3c(c2)OCCO3)c1OC (stereo not drawn),20,15,34,74*,17,-1,-6,21,-4,56*,7
CCN(Cc1cc(=O)[nH]c2ccccc12)C(=O)c1ccc(C)cc1,3,12,3,-9,-17,2,11,-12,1,-8,-10
CCOc1ccc(-n2c(=O)c3sccc3n(CC(=O)NCC3CCCO3)c2=O)cc1 (stereo not drawn),-10,7,-28,-10,8,-2,10,1,7,14,7
Cn1c(=O)c2c(ncn2CC(=O)N/N=C/C(Br)=C/c2ccccc2)n(C)c1=O,4,-21,-19,-13,-4,-3,-5,-12,-1,1,15
COc1ccc2cc3cc(C(=O)NCCCN4CCC(C)CC4)oc3nc2c1,6,6,-28,4,-61,1,-49,-22,-24,-129,-139
O=C(O)/C=C/C(=O)NNC(=O)c1cc(-c2ccccc2)n[nH]1,51*,0,-17,10,-20,3,1,-31,10,6,26
CC1(C)C(=O)OC(c2ccco2)C(C)(C)C1=O (stereo not drawn),-19,0,0,11,-1,-1,-3,-3,-20,6,12
CCOc1ccc(S(=O)(=O)N2CCN(Cc3ccc4c(c3)OCO4)CC2)cc1OCC,-10,-4,-16,10,2,1,8,9,46,11,6
CC1CCN(S(=O)(=O)c2ccccc2[N+](=O)[O-])CC1,5,16,23,-18,5,2,4,2,-6,13,17
CC1=C(/C=C/C(=O)O)C(C)(C)CCC1,-4,-16,-18,8,4,-3,5,1,-1,10,4
COc1ccc(OC)c(-c2cc(C(=O)Nc3c(C)n(C)n(-c4ccccc4)c3=O)no2)c1,-2,-11,51,4,-7,-2,15,-2,15,14,-29
CCC(C(=O)Nc1cc(C)on1)c1ccccc1 (stereo not drawn),-2,2,-24,1,-5,2,4,3,0,20,16
COc1ccccc1C(=O)NNC(=O)c1ccc(F)cc1,2,8,-33,4,-21,-4,-7,-29,-13,-132,-155
O=C(COC(=O)C1CC1)NCCc1ccccc1,2,-11,4,-2,-5,.,-9,-1,21,-9,7
CC[C@@H]1CC=C[C@H]2[C@H]1C(=O)N(Cc1ccccc1)[C@H]2c1ccoc1,29,-19,-19,59*,5,-2,17,14,29,88*,32
CCOC(=O)c1[nH]nc(-c2c(O)cc(C)cc2O)c1-c1csc(C)n1,-6,-1,19,-11,3,3,5,-9,13,1,24
Cc1nn2c(nc1=O)SCC(c1ccccc1)=N2,-16,5,-35,-6,-12,-5,-6,-65,-80,-61,-15
COc1ccc(NS(=O)(=O)c2cccc(C(=O)N/N=C/c3ccccn3)c2)cc1,-1,2,-7,-2,7,-1,-12,-9,6,-12,-5
COc1cccc2sc3ccc(C#CC4(O)CCCCC4)cc3c(=O)c12,54*,-14,-60,-35,77*,-1,-102,-86,35,-162,-278
CC(=O)OC(C[N+]1(C)CCCCCC1)c1ccccc1 (stereo not drawn),5,-8,-18,-10,3,1,12,5,11,9,10
O=C(Nc1cccc(S(=O)(=O)N2CCOCC2)c1)c1ccc(Cl)nc1,4,1,10,-5,18,.,14,18,11,7,4

# A different layout for part of the listing above.
smiles: CS(=O)(=O)N(Cc1ccc(C(=O)NCCSCc2ccco2)cc1)c1ccccc1
  TRAIL sens C8 = -14	KKLEB cytotox = -5	NR2E3 ag-1 = -1	CF NFkB inh = 14	TROY NFkB inh = 13	NR2E3 ag-2 = 0	MITF TRPM1 inh = 12	Shn3 3UTR inh = 8	TWEAK-Fn14 inh = 0	Peg3 prom inh = 27	HIF-2a inh = 7

smiles: C=CCNC(=S)/N=c1/ccccn1C
  TRAIL sens C8 = -2	KKLEB cytotox = 0	NR2E3 ag-1 = -8	CF NFkB inh = 20	TROY NFkB inh = 2	NR2E3 ag-2 = -4	MITF TRPM1 inh = 4	Shn3 3UTR inh = 39	TWEAK-Fn14 inh = 3	Peg3 prom inh = 21	HIF-2a inh = 13

smiles: CC(C)c1nc2cc(C(=O)NC(C)c3cnn(C)c3)ccc2o1 (stereo not drawn)
  TRAIL sens C8 = -19	KKLEB cytotox = 0	NR2E3 ag-1 = -12	CF NFkB inh = 1	TROY NFkB inh = -27	NR2E3 ag-2 = -4	MITF TRPM1 inh = 8	Shn3 3UTR inh = -21	TWEAK-Fn14 inh = -45	Peg3 prom inh = -27	HIF-2a inh = -49

# More structures:
SMILES,TRAIL sens C8,KKLEB cytotox,NR2E3 ag-1,CF NFkB inh,TROY NFkB inh,NR2E3 ag-2,MITF TRPM1 inh,Shn3 3UTR inh,TWEAK-Fn14 inh,Peg3 prom inh,HIF-2a inh
NC(=O)CC(NC(=O)c1ccccc1)c1ccc(NCc2ccccn2)c([N+](=O)[O-])c1 (stereo not drawn),-10,-2,-2,-11,-3,3,-6,2,0,-1,-5
Cc1ccc(/C=N\NC(=O)c2csnn2)cc1,12,10,-37,1,9,-3,-36,-18,50*,-202,-138
O=Cc1c(NCCc2ccc(F)cc2)c2ccccc2[nH]c1=O,7,-7,-11,5,9,4,-5,7,24,10,13
COc1ccc(N(CC(=O)Nc2cc(Cl)ccc2C)S(=O)(=O)c2c(C)n[nH]c2C)cc1,33,-18,-7,-8,-4,-2,4,-7,8,21,14
CC1(C(=O)NS(=O)(=O)c2ccccc2Cl)CCN1C(=O)Cc1ccc(Cl)cc1Cl (stereo not drawn),0,2,6,-26,0,.,.,2,-5,7,14
CCN(CC)C(=O)Cn1cc(SCC(=O)NCc2ccco2)c2ccccc21,-9,-15,-6,-8,11,-5,-9,13,5,13,11
O=C(N/N=C/c1ccccn1)c1cccs1,17,3,-57,-3,-38,-3,-17,-4,-10,-49,-133
CCCn1c(N)c(N(CCOC)C(=O)CCC2CCCCC2)c(=O)[nH]c1=O,7,-6,6,27,-5,-1,2,-20,-19,-10,-1
CCOc1ccc(OCC)c(NC(=O)C2CCN(S(=O)(=O)c3cccnc3)CC2)c1,-8,1,5,-4,-16,0,10,2,15,14,0
CCC(CC)C(=O)N(C)c1c(C)nc2c(OCc3ccc(Cl)cc3)cccn12,4,1,6,-19,1,.,.,-1,9,12,1
COC(C(=O)N/N=C/c1ccc(OCC(=O)N2CCOCC2)cc1)c1ccccc1 (stereo not drawn),10,7,-6,12,4,2,4,5,20,-11,8
O=C(N/N=C/c1cc([N+](=O)[O-])ccc1O)C1CC1,-21,5,-1,18,-12,5,22,9,5,-2,7
Cn1c(CNC(=O)C2CCCCC2)cc2cc(Cl)ccc21,-9,13,-30,17,33,7,7,-4,7,22,26
O=C(O)c1c(F)c(F)c(F)c(F)c1-c1ccc(Cl)cc1,-3,-1,12,8,-17,0,-4,-8,-11,4,5
O=C(CSC1=NCCS1)Nc1cccc(F)c1,4,16,-6,-6,-1,1,-9,-6,-3,-24,-13
Cc1ccc(CNC(=O)[C@H](C)NC(=O)C2CCN(C(=O)[C@@H](N)CC(C)C)CC2)cc1,-13,-1,12,5,-1,-1,.,4,0,5,15
C/C=C/C(=O)Nc1nnc(C(C)C)s1,0,3,-5,6,-15,0,-3,-5,-1,-8,-19
N/C(=N\OC(=O)c1cccc(Br)c1)c1ccc([N+](=O)[O-])cc1,-15,-19,-8,-21,-19,2,-3,-8,-25,-81,-78
O=C(OCC(=O)N1CCCc2ccccc21)C1CCN(S(=O)(=O)c2cccs2)CC1,6,-31,8,3,-6,3,4,-1,16,3,18
CC(C)CN(C(=O)c1cc(Cl)nc2ccccc12)C1CCS(=O)(=O)C1 (stereo not drawn),0,3,-23,-1,14,.,4,-4,-7,-6,-3
O=S(=O)(c1ccc(N2CC=C(c3ccccc3)CC2)nc1)N1CCCC1,3,5,2,2,16,1,0,10,4,12,1
